MrgX1 ag – activates human MrgX1 receptor signaling | AID 588627 | Q96LB2 | B-score at 10 µM | 0.44% of 310,000 active | MrgX1-HEK293 cells, Fluo-4 calcium fluorescence, agonist mode; hits give high values;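 active = calcium response B-score plate-corrected fluorescence ratio at least 3 library SD, with starting fluorescence B-score inside 5 SD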
Target sequence (Q96LB2 whole entry, looked up): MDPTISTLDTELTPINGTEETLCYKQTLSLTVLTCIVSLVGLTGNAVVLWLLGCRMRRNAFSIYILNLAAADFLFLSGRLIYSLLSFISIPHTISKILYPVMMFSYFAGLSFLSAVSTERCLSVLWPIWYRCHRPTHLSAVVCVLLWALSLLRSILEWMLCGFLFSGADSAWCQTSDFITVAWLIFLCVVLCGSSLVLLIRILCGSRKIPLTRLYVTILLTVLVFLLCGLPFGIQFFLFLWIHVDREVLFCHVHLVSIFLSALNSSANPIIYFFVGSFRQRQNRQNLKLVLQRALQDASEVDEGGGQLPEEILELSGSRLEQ
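Assay system: MrgX1-expressing HEK293 cells / Amount: fifteen thousand cells per well / Doses: test compound in the initial addition of three / Timing: cells plated overnight, dye loaded 0.5 h 37 °C, 0.5 h room temperature / Technique: kinetic calcium dye fluorescence, Fluo-4 NW / Control set: positive and negative controls per plate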
TRPC4 agonist – TRPC4 (mouse) channel activation | HEK293 TRPC4beta/mu-opioid, Fluo4 calcium fluorescence; hits give high values | 0.49% of 310,000 active | B-score at 10 µM | Q9QUQ5;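 active = B-score above 5 SD of library B-scores, and initial fluorescence ratio not above library mean plus 5 SD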;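 also: positive B-score marks a calcium rise read as TRPC4 activation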
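System – HEK293 cells stably co-expressing mouse TRPC4beta and mu-opioid receptor · Signal – Fluo4 calcium-sensitive dye fluorescence, kinetic, 1 Hz baseline · Benchmarks – buffer (low) and maximal DAMGO (high) · Read-out – B score of integrated fluorescence ratio per well · Incubation – dye loading 45 min room temperature, 110 s kinetic read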
MrgX1 allo act – human MrgX1 positive allosteric modulation, primary screen | Q96LB2 | MrgX1-HEK293, Fluo-4 calcium flux, FDSS; hits give high values | B-score at 10 µM | 0.63% of 310,000 active | AID 588675;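 active = plate-corrected calcium response at least 3 library SD above typical, normal starting fluorescence, not activating the receptor alone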;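 also: compound read alongside a low EC10 to EC30 dose of BAM8-22 agonist; peak minus trough fluorescence over baseline measured at the second addition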
TRPC4 inh – TRPC4 (mouse) channel inhibition. Q9QUQ5. HEK293 TRPC4beta/mu-opioid, DAMGO-evoked Fluo4 calcium flux; hits give low values. B-score at 10 µM. 0.39% of 300,000 active. AID 2247;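 active = B-score over 3 SD under the library average, no early fluorescence shift, positive overall ratio signal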
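test system = HEK293 cells with stable TRPC4beta plus mu-opioid receptor expression | detection = Fluo4 Ca2+ flux fluorescence | read-out = integrated fluorescence ratio relative to baseline, converted to per-well B score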
TRPC6 inhibitor – mouse TRPC6 channel inhibition. 1.1% of 310,000 active. Q61143. B-score at 10 µM. AID 2553. HEK293-TRPC6, membrane potential dye, ACh-evoked depolarization; hits give low values;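 active = B-score under library mean minus 3 SD, initial fluorescence not abnormally high, positive integrated signal ratio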;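 also: B-score derived from integrated fluorescence ratio over the kinetic read; more negative B-score means stronger inhibition of depolarization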
AI-2 QS mod – modulates the Vibrio harveyi AI-2 quorum sensing system. activity change, % at 7.5 µM. Vibrio harveyi JMH597 AI-2 luminescence/OD600 ratio, 9 h; hits give low values; strain lacks LuxN and CqsS sensors; 0 = neutral-control median. 0.4% of 300,000 active; in the data active = activity change below about -75%, passing the limit was not always enough;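 also: luminescence divided by OD600 gain over 9 h not by final OD600 alone; inactives centre near 13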
TRPC4 potent – allosterically enhances the mouse TRPC4 cation channel. B-score at 10 µM. Q9QUQ5. AID 2227. 0.42% of 310,000 active. HEK293 TRPC4beta/mu-opioid, DAMGO EC20, Fluo-4 Ca2+ flux; hits give high values;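 active = B-score of calcium response area above 5 SD of library B-scores, with initial fluorescence ratio within 5 SD of library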;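 also: B-score of integrated fluorescence ratio over time as area under calcium response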
HIF activator – HIF pathway transcriptional activation; activation, % at 7.5 µM (by protocol); AID 1910; 0.32% of 300,000 active; U2OS HRE-luciferase reporter, luminescence; normalized: DMSO 0%, desferrioxamine 100%;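 active = mean activation of at least 10% of the iron chelator positive control signal, with at least half of replicates also reaching 10%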
MrgX1 antag – blocks BAM8-22 activation of human MrgX1 receptor | Q96LB2 | MRGX1-HEK293 calcium flux, Fluo-4, BAM8-22 antagonism; hits give low values | B-score at 10 µM | 1.3% of 310,000 active;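 active = calcium-response B-score plate-corrected more than 3 library SD below zero, starting fluorescence within 5 deviations, no agonist response on first addition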;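 also: peak minus trough fluorescence over baseline after final BAM8-22 challenge near maximal dose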
PolyA inhibitor – blocks polyadenylation in yeast reporter cells. S. cerevisiae SKY197-pL101 polyadenylation reporter, beta-gal luminescence; efflux-impaired pdr1/pdr3 knockout yeast; score 100 = 6 SD above DMSO. calls only at 12 µM. 0.02% of 300,000 active. AID 1875;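 active = lowest replicate activity score at least 50, where 100 means six control SD above control mean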;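 also: yeast exposed to compound for 9 h at 30 °C; higher score means more reporter readthrough which indicates perturbed polyadenylation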
TRPC6 activator – mouse TRPC6 channel activation; Q61143; HEK293-TRPC6 membrane potential dye fluorescence; hits give high values; B-score at 10 µM; 0.13% of 310,000 active;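 active = B-score of the integrated fluorescence ratio above library mean plus 3 SD, and starting fluorescence ratio within library mean plus 5 SD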;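 also: higher score means more depolarization so channel activation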
* hit, by the source's call; i = inactive; x = no result given. These rows are one share of the data. The share of hits here may be higher or lower than overall.

Below each compound – MrgX1 ag, TRPC4 agonist, MrgX1 allo act, TRPC4 inh, TRPC6 inhibitor, AI-2 QS mod, TRPC4 potent, HIF activator, MrgX1 antag, PolyA inhibitor, TRPC6 activator
CCOC(=O)C(NC(=O)C1CCCN1C(=O)OCc1ccccc1)C(=O)OCC (configuration not stated)
    i, i, i, i, i, 11.6, i, -0.2, i, i, i
CCOC(=O)N1CCN(c2c(NCc3ccc(N(C)C)cc3)c(=O)c2=O)CC1
    i, i, i, i, i, 11.4, i, -0.5, i, i, i
CCCCC[C@H](O)/C=C/[C@H]1CCC(=O)[C@@H]1CCCCCCC(=O)N1CCCCC1CO (some centres not stated)
    48.3*, i, i, i, i, 2.3, i, -6.4, i, i, i
CC(=O)c1ccc(-n2nnnc2SCC(=O)Nc2sc(C)c(C)c2C#N)cc1
    i, i, i, i, i, 13.6, i, 0.2, i, i, i
C/C(=N/NC(=O)CCc1ccccc1)c1ccco1
    i, i, i, i, i, 11.5, i, 0.2, i, i, i
CCOc1cc(C(=S)N2CCCCC2)ccc1OS(=O)(=O)c1ccc(Br)cc1
    i, i, i, i, i, 10.3, i, -0.3, i, i, i
Cc1occc1C(=O)NNC(=O)c1ccc(Br)o1
    i, i, i, i, i, 11.8, i, -0.4, i, i, i
CCn1cc(CNC(=O)CSc2nc(-c3ccc(OC)c(OC)c3)cc(C(F)(F)F)n2)c(C)n1
    i, i, i, i, i, 16.4, i, 1.1, i, i, i
CCn1c(C(=O)O)c(CC(=O)NC2CCCCCC2)c2ccccc21
    i, i, i, i, i, 32.8, i, -0.6, i, i, i
Nc1nc(NCCO)nc(NCC2CCCO2)c1[N+](=O)[O-] (configuration not stated)
    i, i, i, i, i, 25.4, i, 0.1, i, i, i
COc1cc([N+](=O)[O-])ccc1NC(=O)C1C2C=CC(C2)C1C(=O)O (configuration not stated)
    i, i, i, i, i, 44.5, i, 1.0, i, i, i
COc1cccc(/C=C2\SC(=S)N(N3CCOCC3)C2=O)c1OC
    i, i, i, i, i, 22.3, i, 1.7, i, i, i
Cc1cc(C(=O)CSc2nnc(-c3ccc(Cl)cc3)n2CC2CCCO2)c(C)n1C (configuration not stated)
    i, i, i, i, i, 5.4, i, 1.3, i, i, i
O=C(Cn1nnc(-c2ccccc2NC(=O)c2ccccc2)n1)Nc1ccc2c(c1)OCCO2
    i, i, i, i, i, 9.0, i, -2.6, i, i, i
O=C(CS(=O)(=O)Nc1ccc(F)cc1Cl)Nc1ccc(F)cc1Cl
    i, i, i, i, i, -2.5, i, 1.1, i, i, i
Clc1cccc(N2CCN(Cc3nnc(-c4ccccc4)o3)CC2)c1
    i, i, i, i, i, 12.5, i, 0.2, i, i, i
Cc1ccc(NC(=O)N2CCCN(Cc3ccc(F)cc3)C2)cc1C
    i, i, i, i, i, -58.4, i, -0.5, i, i, i
O=C(Nn1cnc2ccccc2c1=O)c1ccc([N+](=O)[O-])cc1
    i, i, i, i, i, 13.8, i, 0.2, i, i, i
O=C(CCSc1ccc(Cl)cc1)N1CCN(c2ccc(O)cc2)CC1
    i, i, i, i, i, -6.2, i, 0.6, i, i, i
Cc1ccc(/C=N/NC(=O)c2nnn(-c3nonc3N)c2-c2cccs2)cc1
    i, i, i, i, i, 21.6, i, -0.1, i, i, i

Further compounds follow:
Below each compound – MrgX1 ag, TRPC4 agonist, MrgX1 allo act, TRPC4 inh, TRPC6 inhibitor, AI-2 QS mod, TRPC4 potent, HIF activator, MrgX1 antag, PolyA inhibitor, TRPC6 activator
C/C(=N\Nc1nc2ccccc2[nH]1)c1ccc(Cl)s1
    i, i, i, i, i, 34.1, i, 1.2, i, i, i
CCCCOC(=O)c1ccc(NC(=S)N2CCN(c3ncc4c(=O)c(C(=O)O)cn(CC)c4n3)CC2)cc1
    i, i, i, i, i, 17.6, i, 0.0, i, i, i
Cc1[nH]c(=S)c(C#N)c(C)c1CCC#N
    i, i, i, i, i, 16.6, i, -0.7, i, i, i
CCCn1cc(C(=O)N(C)C2CCCN(Cc3ccccc3F)C2)c(C)n1 (configuration not stated)
    i, i, i, i, i, 30.0, i, -0.3, i, i, i
CC(C)(C)c1cc(C(=S)N2CCN(CCO)CC2)cc(C(C)(C)C)c1O
    i, i, i, i, i, 1.4, i, -0.3, i, i, i
Cc1ccc(S(=O)(=O)NC(CC(C)C)C(=O)N2CCOCCOCCOCCOCC2)cc1 (configuration not stated)
    i, i, i, i, i, 1.1, i, 0.4, i, i, i
CCC(C)C(=O)Nc1nc(-c2ccc3c(c2)NC(=O)CO3)cs1 (configuration not stated)
    i, i, i, i, i, -3.6, i, 0.9, i, i, i
COc1ccc(Cc2nnc(SCc3nc4ccccc4c(=O)[nH]3)o2)cc1
    i, i, i, i, i, 18.3, i, -0.7, i, i, i
COc1cccc(-c2nc(CS(=O)(=O)CC(=O)N3CCc4ccccc4C3)c(C)o2)c1
    i, i, i, i, i, 13.9, i, 0.0, i, i, i
NS(=O)(=O)c1ccc2c(c1)C1C=CCC1C(C1CC=CCC1)N2 (configuration not stated)
    i, i, i, i, i, 6.4, i, -0.3, i, i, i
CC(C)Nc1nc(NC(C)C)nc(N(C)N)n1
    i, i, i, i, i, 17.3, i, -0.5, i, i, i
CCc1ccc2[nH]c3nc(SCc4nnc(-c5ccc(C)cc5)o4)nnc3c2c1
    i, i, i, i, i, 10.4, i, 0.1, i, i, i
CC(=O)Nc1ccc(NC(=O)Nc2ccc(C)c(C)c2)cc1
    i, i, i, i, i, 11.0, i, 0.4, i, i, i
COC(=O)c1cc(-c2ccc(OC)c(OC)c2)on1
    i, i, i, i, i, 18.3, i, -0.9, i, i, i
COc1ccc(OCC(=O)OC2CCN(C)CC2)cc1
    i, i, i, i, i, 13.2, i, -0.1, i, i, i
CC(C)CC(=O)NC(=S)Nc1sc2c(c1C(N)=O)CCC2
    i, i, i, i, i, 7.5, i, 4.1, i, i, i
CC(=O)Nc1ccc(CN2CCC(n3nccc3NC(=O)CCc3ccccc3)CC2)cc1
    i, i, i, i, i, 31.0, i, -0.1, i, i, i
CCO[C@@H]1OC(C(=O)NC2CC2)=C[C@H](C2CC2)[C@H]1CCCO
    i, i, i, i, i, 23.6, i, 2.0, i, i, i
Cc1ccccc1OCC(=O)Nc1ccc2c(c1)COC2=O
    i, i, i, i, i, 15.3, i, 0.7, i, i, i
CN1CCN(c2nc(-c3ccccc3O)nc3ccccc23)CC1
    i, i, i, i, i, 32.3, i, 1.0, i, i, i

More compounds follow:
Below each compound – MrgX1 ag, TRPC4 agonist, MrgX1 allo act, TRPC4 inh, TRPC6 inhibitor, AI-2 QS mod, TRPC4 potent, HIF activator, MrgX1 antag, PolyA inhibitor, TRPC6 activator
COc1ccc(-n2nnnc2SCC(=O)Nc2ccccc2N2CCOCC2)cc1OC
    i, i, i, i, i, 0.5, i, 0.1, i, i, i
Cc1nc(N2CCN(C(=O)c3ccco3)CC2)c2oc3ccccc3c2n1
    i, i, i, i, i, 35.0, i, 2.6, i, i, i
COc1ccc(-c2ncccc2O)cc1
    i, i, i, i, i, 36.6, i, -0.1, i, i, i
COc1ccccc1CNC(=O)C1CCN(S(=O)(=O)c2ccc3c(c2)CC(C)N3C(C)=O)CC1 (configuration not stated)
    i, i, i, i, i, 96.0, i, -0.7, i, i, i
O=C(Cc1nc(=O)c2ccccc2s1)Nc1ccccc1
    i, i, i, i, i, 5.8, i, 1.2, i, i, i
CCC[N+]1(CC#CCC(c2ccccc2)c2ccccc2)CCCCC1
    i, i, i, i, -5.21*, -7.8, i, 1.0, i, i, i
Cc1noc(C)c1S(=O)(=O)Nc1ccc(C(=O)NCc2ccccc2)cc1
    i, i, i, i, i, 0.2, i, 0.4, i, i, i
CC1(C)CC(=O)CC2(C1)NCC(c1ccccc1Cl)c1c2[nH]c2ccccc12 (configuration not stated)
    i, i, 13.7*, i, i, -5.8, i, -1.1, i, i, i
CC1=C(C(=O)OCc2ccc3c(c2)OCO3)C(c2cccc([N+](=O)[O-])c2)NC(=O)N1 (configuration not stated)
    i, i, i, i, i, 23.7, i, 2.0, i, i, i
COc1cccc(/C=N/n2c(C3CCCCC3)n[nH]c2=S)c1
    i, i, i, i, i, -20.8, i, 0.6, i, i, i
CCCCOC(=O)c1ccc(N2C(=O)CC(N3CCN(C/C=C/c4ccccc4)CC3)C2=O)cc1 (configuration not stated)
    i, i, i, i, i, 13.5, i, 0.3, i, i, i
COc1ccccc1NS(=O)(=O)c1cccc(C(=O)N2CCCCCCC2)c1
    i, i, i, i, i, x, i, -0.2, i, i, i
C[C@H](NC(=O)c1ccccc1)C(=O)N1CCN(c2ccccc2)CC1
    i, i, i, i, i, 2.2, i, -0.6, i, i, i
C/C=C/C(=O)NCCc1ccc(OC)c(OC)c1
    i, i, i, i, i, 17.7, i, 0.0, i, i, i
Cc1cc(OC(C)C(=O)NCc2ccncc2)c2c(C)c(C)c(=O)oc2c1 (configuration not stated)
    i, i, i, i, i, 18.0, i, 0.0, i, i, i
COc1ccc(CN2CCCC(C(=O)c3ccc(Cl)cc3)C2)cc1Cn1cncn1 (configuration not stated)
    i, 48*, i, -7*, i, 27.4, i, -0.2, i, i, i
COC(=O)C(NC(=O)CCc1nnc2ccc(N3CCCCC3)nn12)C(C)C (configuration not stated)
    i, i, i, i, i, 17.3, i, 1.9, i, i, i
O=C(NCc1ccncc1)C1CCCN(S(=O)(=O)c2ccc(Br)cc2)C1 (configuration not stated)
    i, i, i, i, i, -12.5, i, -0.2, i, i, i
Clc1ccccc1Cc1noc(CN2CCSCC2)n1
    i, i, i, i, i, 17.1, i, 0.0, i, i, i
Cc1csc(NC(=O)CSc2nc(C)nc3c2c(=O)n(C)c(=O)n3C)n1
    i, i, i, i, i, 12.1, i, -0.4, i, x, i

High-throughput results from PubChem.
